FLuc stim CS: FLuc activators, initial screening, artefact control for FLuc-dependent activation tests, biochemical, ATPlite luminescence; Luciferin 4-monooxygenase (Photinus pyralis), P08659; ATPlite luciferase biochemical, 10 min; 0 = ATP-free wells, 1 = DMSO control; activation factor at 10 µM; 200,000 tested, under 10 active; AID 1027, 2008;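 active means luciferase activation factor, scaled between plate controls, of at least 2 with compound at 10 µM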
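Material: Luciferase/luciferin reagent mix | Doses: Test compounds dosed from 2 mM stocks in 100% DMSO | Timing: 10 min incubation after luciferase reagent addition, room temperature | Measured by: Luminescence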
APP transl inh: inhibitors of APP translation via 5'UTR reporter, primary screen, APP 5'UTR luciferase, SH-SY5Y cells; SH-SY5Y APP 5'UTR-luciferase reporter, luminescence; inhibition, % at 2 µM; 190,000 tested, 0.82% active; AID 1285, 2008;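 active means inhibition above a set limit, derived from the sample mean plus 3 SD, cut at about 45% in these data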; further: values of inactives mirror those of a sister screen read the other way
G6PDH counter: L. mesenteroides G6PDH inhibitors, counter-screen for G6PDH-coupled screening assays, biochemical, Leuconostoc mesenteroides enzyme | glucose-6-phosphate dehydrogenase [Leuconostoc mesenteroides] | Purified L. mesenteroides G6PDH, diaphorase/resazurin coupled fluorescence, 45 min | inhibition, % at 5 µM | 200,000 tested, 0.12% active; in the data active means inhibition above about 50%
STAT1 act: STAT1 signaling activators, primary screen, cell-based, HTS, luciferase reporter; NIH 3T3 STAT1-luciferase reporter, IFN-gamma, luminescence; 100% = IFN-gamma alone, no compound; activation (% of control), % at 5.5 µM; 200,000 tested, 2.6% active; AID 932, 2007;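 active means activation above the screen-wide mean activation plus 3 SD, cut at about 130% in these data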;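 further: raw ratio to IFN-gamma control signal so 100% means no change and 0% no light; values of inactives mirror those of a sister screen read the other way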
Diaphorase act: compounds boosting diaphorase resazurin reduction – biochemical, uHTS, resorufin fluorescence, counter-screen for diaphorase-coupled primary assays, primary screen | Diaphorase/resazurin coupled assay, 16 min; stronger effect = higher value; 1 = vehicle wells, 0 = NADH-free wells | activation factor at 20 µM | 190,000 tested, 0.005% active;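 active means diaphorase activity raised at least twofold by the compound at 20 µM; inactive means activation factor below 2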
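Material: Clostridium kluyveri diaphorase, purified enzyme; Quantity: enzyme 0.07 U/mL final; Medium: HEPES pH 7.4 buffer with MgCl2 and Tween 20; Dosing: single compound dose of 20 µM, 1% DMSO final; Schedule: 16 min reaction at room temperature; Measured by: red resorufin fluorescence at 544/590 nm excitation/emission.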
FLuc inh counter: firefly luciferase enzyme inhibitors, primary screen, artefact control for luciferase-based inhibitor screens, biochemical, luminescence, ATPLite | 10 min | inhibition, % at 10 µM | 200,000 tested, 1.5% active;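 active means inhibition above about 50% when tested at 10 µM, limit read from the data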
Diaph inh CS: diaphorase inhibitors and chemical oxidizers, primary screen, counter-screen for diaphorase-coupled primary assays, biochemical, uHTS, resorufin fluorescence; diaphorase resazurin-to-resorufin fluorescence, NADH, 16 min; bacterial (C. kluyveri) enzyme, not human; AID 1217, 2008; 190,000 tested, 0.69% active; inhibition, % at 20 µM;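 active means primary screen inhibition at 20 µM above a set limit, cut at about 50% in these data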;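 further: plate controls were DMSO with full reaction for no effect and wells lacking NADH for full effect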
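System: Diaphorase enzyme from Clostridium kluyveri | Amount: Enzyme working solution with 0.14 U/mL diaphorase | Benchmarks: No-NADH positive control and DMSO neutral control | Signal: Fluorescence of resorufin formed from resazurin, Ex 544/Em 590 nm | Schedule: 16-min room-temperature incubation before reading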
NF-kB expr up: activators of NF-kB expression in neurons, primary screen, cell-based, HTS. human neuronal cells, NF-kB reporter expression; stronger effect = higher value. fold change at 12.5 µM. 190,000 tested, 1.6% active; in the data active means fold change above about 3.3
APP 5'UTR act: activators of APP 5'UTR luciferase reporter, primary screen, SH-SY5Y cells; SH-SY5Y APP 5'UTR luciferase reporter, luminescence; zero percent = DMSO vehicle wells; activation, % at 2 µM; 190,000 tested, 1% active; AID 1276, 2008;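 active means activation above a set limit, based on mean plus 3 SD of controls, cut at about 140% in these data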; further: values of inactives mirror those of a sister screen read the other way
TLR4-MyD88 BLA: inhibitors of TLR4-MyD88 association in cells, primary screen, cell-based, HeLa CL3-4, BLA complementation, FRET ratio; HeLa CL3-4 TLR4/MyD88 BLA complementation; inhibition, % at 8.4 µM; 200,000 tested, 0.18% active; in the data active means inhibition above about 25%;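 further: 0% = vehicle and 100% = reference inhibitor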
Target sequence (O00206 whole entry, looked up): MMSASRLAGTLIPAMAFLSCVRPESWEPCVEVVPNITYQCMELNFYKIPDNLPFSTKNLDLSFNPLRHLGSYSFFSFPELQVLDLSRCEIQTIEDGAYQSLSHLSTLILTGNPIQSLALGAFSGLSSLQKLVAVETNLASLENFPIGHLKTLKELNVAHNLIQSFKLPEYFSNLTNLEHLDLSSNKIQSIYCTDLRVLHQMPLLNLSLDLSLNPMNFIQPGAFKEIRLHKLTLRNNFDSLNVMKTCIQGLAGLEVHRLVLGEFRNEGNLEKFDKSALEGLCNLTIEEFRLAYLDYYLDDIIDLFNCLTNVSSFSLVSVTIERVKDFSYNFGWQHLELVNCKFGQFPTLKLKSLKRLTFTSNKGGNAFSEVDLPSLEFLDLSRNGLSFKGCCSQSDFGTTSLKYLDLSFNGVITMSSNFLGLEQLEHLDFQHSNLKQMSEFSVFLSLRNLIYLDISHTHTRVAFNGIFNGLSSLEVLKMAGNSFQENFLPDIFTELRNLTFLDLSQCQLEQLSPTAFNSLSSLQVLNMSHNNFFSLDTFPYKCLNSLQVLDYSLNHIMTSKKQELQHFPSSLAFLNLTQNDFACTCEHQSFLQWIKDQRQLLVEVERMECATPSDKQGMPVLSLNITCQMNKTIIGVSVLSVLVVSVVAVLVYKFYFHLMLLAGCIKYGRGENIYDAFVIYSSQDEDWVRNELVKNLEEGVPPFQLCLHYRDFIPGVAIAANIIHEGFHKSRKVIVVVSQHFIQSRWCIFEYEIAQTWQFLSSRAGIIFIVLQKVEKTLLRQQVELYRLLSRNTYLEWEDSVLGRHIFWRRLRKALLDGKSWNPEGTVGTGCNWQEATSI
Target sequence (Q99836 whole entry, looked up): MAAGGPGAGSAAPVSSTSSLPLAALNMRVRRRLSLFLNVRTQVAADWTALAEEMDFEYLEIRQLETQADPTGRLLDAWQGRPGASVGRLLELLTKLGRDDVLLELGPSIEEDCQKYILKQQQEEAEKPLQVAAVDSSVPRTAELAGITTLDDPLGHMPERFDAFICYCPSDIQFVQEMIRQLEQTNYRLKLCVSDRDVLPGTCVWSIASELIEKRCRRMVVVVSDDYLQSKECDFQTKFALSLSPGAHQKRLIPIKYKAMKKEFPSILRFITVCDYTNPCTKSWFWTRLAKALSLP
* hit, by the source's call; . = not tested or not shown. Compounds as they come. About 5.6% of those tested had a hit in this group.

SMILES	FLuc stim CS	APP transl inh	G6PDH counter	STAT1 act	Diaphorase act	FLuc inh counter	Diaph inh CS	NF-kB expr up	APP 5'UTR act	TLR4-MyD88 BLA
COc1cccc(-c2cc(C(=O)Nc3c(C)nn(Cc4ccccc4)c3C)no2)c1	1	-3	9	96	0.8	0	16	0.8	3	-5
Cn1c(NN)nc2sc3c(c2c1=O)CC(C)(C)OC3	1	-10	12	100	0.9	0	9	0.69	10	-2
CN1CCN(c2ccc(NC(=O)COc3ccc(Cl)cc3Cl)cc2)CC1	1	2	4	101	0.8	-3	20	1.1	-2	0
CN(Cc1nc2ccccc2c(=O)[nH]1)Cc1nc2ccsc2c(=O)[nH]1	1.1	1	13	102	0.7	-8	26	1.1	-1	11
CC(C)CNC(=O)COC(=O)CNC(=O)c1cc(Cl)cc([N+](=O)[O-])c1	1	-6	-5	105	0.9	-3	11	1.1	6	7
COc1ccc(S(=O)(=O)N=Nc2c(O)[nH]c3ccccc23)cc1	1	-16	8	100	1.2	-3	-23	1.1	16	3
CCOCC(=O)Nc1nnc(Cc2ccc(OC)c(OC)c2)s1	1	-2	-2	96	0.9	-1	12	1.1	3	-6
Cc1ccc(OCC(=O)n2nc(C)cc2C)c(C)c1	1	17	2	97	0.9	2	7	0.97	-17	4
CN1CCCCc2c1[nH]c1ccccc1c2=O	1.1	-3	3	100	0.9	-6	14	0.98	3	6
Cc1cc(=O)oc2cc(Nc3ccccc3)ccc12	0.9	-36	0	118	1	6	-3	1.5	36	6
COc1cc(C(=O)NCC(c2cccnc2)N2CCN(c3ccccc3)CC2)cc(OC)c1OC (stereo not drawn)	1.1	-2	-31	97	0.9	-9	13	1.1	2	-5
CN1CCN(C(=O)c2ccc(N(Cc3ccccc3Cl)S(C)(=O)=O)cc2)CC1	1	-5	1	98	0.9	-2	8	1.2	.	1
CCOC(=O)C1=C(N)Oc2cc(C)n(CCc3ccc(OC)c(OC)c3)c(=O)c2C1c1cccnc1 (stereo not drawn)	0.9	-4	10	98	0.9	5	10	0.63	4	-4
CCOC(=O)c1sc2nc(CSc3ccccc3)nc(N3CCCN(C)CC3)c2c1C	1	18	0	97	1.1	2	-5	1.1	-18	-12
CCCCCCCCCn1c2c(c(=N)c3c1CCC3)CCC2	1.1	18	3	74	1	-7	-5	2.1	-18	17
C=CCN(C)NC(=O)Nc1ccccc1	1	-8	4	99	1	-4	4	1.3	8	-11
COc1ccc(CN2CCN(C(=O)c3cccs3)CC2)c(OC)c1OC	1	-8	6	86	0.9	-2	6	0.94	8	7
CCOc1ccc(CCNC(=O)Cn2c(=O)oc3ccccc32)cc1OCC	1	-6	0	98	0.9	-3	5	1.1	6	-2
N/C(=N\OCc1ccc([N+](=O)[O-])cc1)c1ccncc1	0.5	-42	3	115	0.9	55*	6	2	42	-14
Cc1c(C(=O)NCc2cccnc2)oc2c1C(=O)CC(C)(C)C2	1	1	3	96	0.9	-1	8	1.1	-1	21
Cn1cc(C(=O)Nc2ccc(F)c(F)c2)cn1	1.1	50*	1	98	0.9	-8	5	1.2	-50	3
Cc1ccc2c(c1)C(SCC(=O)NCCc1ccccc1)CC1(CCCC1)O2 (stereo not drawn)	1.1	-16	16	99	0.9	-6	12	0.88	16	15
CCOC(=O)COc1ccc2nsnc2c1	1.1	11	-2	92	0.7	-6	29	0.98	-11	2
CCN1CCN(C(=O)c2cc3c(s2)-c2ccccc2S(=O)(=O)C3)CC1	1.1	-5	-20	107	0.8	-7	16	1.1	5	8
O=C(CNc1ccc(Cl)cc1)c1ccc(Br)cc1	1	0	17	119	1	-4	1	1	0	7
The results go on:
SMILES	FLuc stim CS	APP transl inh	G6PDH counter	STAT1 act	Diaphorase act	FLuc inh counter	Diaph inh CS	NF-kB expr up	APP 5'UTR act	TLR4-MyD88 BLA
CCn1cc([N+](=O)[O-])c(C(=O)N2N=C(c3ccccc3)CC2c2ccc([N+](=O)[O-])cc2)n1 (stereo not drawn)	1.1	-30	1	101	0.9	-9	12	0.95	30	-1
Cn1c2c(c(=O)n(C)c1=O)CN(Cc1ccco1)CN2	1.1	9	-3	103	0.8	-6	21	1.2	-9	4
COc1ccccc1C(=O)OCc1nc(N)nc(Nc2ccccc2C)n1	1	-22	-8	105	0.8	-2	19	1.5	22	-17
CNC(=O)CS(=O)CC(=O)Nc1cc(OCCOC)c(Cl)cc1Cl (stereo not drawn)	1	12	-2	101	0.9	-5	12	1.2	-12	-2
O=C(Nc1ccc2oc(-c3ccccc3)nc2c1)c1cc(-n2cnnc2)ccc1Cl	1	-24	-4	105	1.6	3	-57	1.7	24	0
CCCCC(=O)N/N=C/c1ccc(N2CCOCC2)c([N+](=O)[O-])c1	1	1	4	96	1	-5	3	0.95	-1	-3
CCOC(=O)C1=C(C)NC(=O)NC1c1ccco1 (stereo not drawn)	1	-16	8	100	0.9	-2	7	1	16	2
Cc1cccc(N2CCN(S(=O)(=O)c3ccc4c(c3)CCN4C(=O)CCC(=O)O)CC2)c1C	1	-2	7	98	0.8	-3	19	0.96	2	-9
Cc1cccc(/C=N/NC(=O)C2CCCNC2=O)c1 (stereo not drawn)	1	-14	3	100	1	2	1	1	14	-2
Cc1c(OCc2nn[nH]n2)ccc2c3c(c(=O)oc12)CCCC3	1	-5	9	94	0.8	1	21	1.1	5	3
CN(C)c1cncc(C(=O)O)c1	1	2	7	99	1	2	-3	1.4	-3	9
O=C(Cc1ccccc1)Nc1c(C(=O)N2CCOCC2)cnn1-c1ccccc1	1.1	-7	2	108	1	-6	0	1.6	7	4
COc1ccc(/C=N/OCC(=O)Nc2nc3ccccc3s2)cc1	1	-2	4	106	0.8	-4	18	1	2	2
O=C(CN1C(=O)NC2(CCCC2)C1=O)Nc1ccccc1F	1	0	-6	94	0.9	-2	15	1.2	0	-3
Cc1cc(NC(=O)Cn2nnc3sc4c(c3c2=O)CCCC4)no1	1.1	-19	-1	98	0.9	-8	10	1.4	19	-12
C=CC[C@H]1CC(Cc2ccccc2)=C[C@H](CC=C)N1	1	-14	2	104	0.9	-3	5	0.85	14	-3
O=C(CCN1C(=O)c2ccncc2C1=O)Nc1ccc(F)cc1	1.1	10	0	95	0.8	-6	18	1.2	-10	-5
CCOc1cc2c3c(c1)C(C)=CC(C)(C)N3C(=O)C2=O	1.1	28	19	96	0.8	-9	20	2	-28	-1
Cc1cc(N2CCCCC2)n2ncc(-c3ccccc3)c2n1	0.3	-217	-3	111	1	67*	3	1.2	217*	-15
O=C(c1ccc(Cl)cc1)c1cc([N+](=O)[O-])ccc1N1CCOCC1	1.1	93*	8	102	0.8	-6	20	2.2	-93	4
CCn1c(/C=N/c2nc3ccccc3n2C)nc2ccccc21	1.1	2	6	124	1.1	-7	-11	1.1	-2	8
O=C1C(Cl)=C(Nc2ccccc2O)C(=O)N1c1ccccc1	0.9	-46	7	82	0.8	6	18	4.3*	46	15
O=C(CCC(=O)N1CCN(C2CCCC2)CC1)Nc1nnc(C(F)(F)F)s1	1	-6	12	96	1	4	3	1.2	6	11
CC(C)C(=O)Nc1ccccc1N1CCN(S(C)(=O)=O)CC1	1	1	-2	100	1	-2	2	1	-1	-5
CCCc1nc(N)sc1C(=O)OCC	1	-8	-3	96	0.9	-3	11	1.3	8	7

6 successive entries already listed, for reference:
SMILES	FLuc stim CS	APP transl inh	G6PDH counter	STAT1 act	Diaphorase act	FLuc inh counter	Diaph inh CS	NF-kB expr up	APP 5'UTR act	TLR4-MyD88 BLA
O=C(c1ccc(Cl)cc1)c1cc([N+](=O)[O-])ccc1N1CCOCC1	1.1	93*	8	102	0.8	-6	20	2.2	-93	4
CCn1c(/C=N/c2nc3ccccc3n2C)nc2ccccc21	1.1	2	6	124	1.1	-7	-11	1.1	-2	8
O=C1C(Cl)=C(Nc2ccccc2O)C(=O)N1c1ccccc1	0.9	-46	7	82	0.8	6	18	4.3*	46	15
O=C(CCC(=O)N1CCN(C2CCCC2)CC1)Nc1nnc(C(F)(F)F)s1	1	-6	12	96	1	4	3	1.2	6	11
CC(C)C(=O)Nc1ccccc1N1CCN(S(C)(=O)=O)CC1	1	1	-2	100	1	-2	2	1	-1	-5
CCCc1nc(N)sc1C(=O)OCC	1	-8	-3	96	0.9	-3	11	1.3	8	7

Other records
SMILES	FLuc stim CS	APP transl inh	G6PDH counter	STAT1 act	Diaphorase act	FLuc inh counter	Diaph inh CS	NF-kB expr up	APP 5'UTR act	TLR4-MyD88 BLA
CCOc1ccc(-n2ccnc2SCC(=O)Nc2cc(C)on2)cc1	1.1	2	2	97	1	-5	-3	1.1	-2	2
Cc1cc(C)nc(NC(=S)Nc2ccc(Br)cc2Cl)c1	1	-28	14	92	1	-4	-4	1.1	28	-2
CC(C)n1cnc2cc(NCc3ccccn3)ccc21	0.7	-67	10	124	0.9	30	8	1.1	67	12
O=C(CC1(O)C(=O)N(Cc2ccccc2)c2ccccc21)c1ccncc1 (stereo not drawn)	1.1	14	7	100	0.9	-8	12	1	-14	0
CCn1nnnc1SCC(=O)Nc1nc2ccccc2s1	1.1	-1	7	106	0.8	-6	18	1.5	1	7
O=C(CSc1ncn[nH]1)Nc1ccc([N+](=O)[O-])cc1Br	1	18	9	98	0.9	-3	14	0.89	-18	-20
CCN(CC)CCOC(=O)c1c(C)oc2ccc(O)cc12	1	-14	-30	95	0.8	-4	16	0.92	14	1
COc1cc(OC)cc(-c2nnc(SCC(=O)N3c4ccccc4Sc4ccccc43)o2)c1	.	-9	.	98	.	.	.	.	9	0
O=C1c2ccccc2C(=O)N1CCCC(=O)N1CCCc2ccccc21	1	-1	15	104	0.9	-4	10	0.87	1	5
CCOC(=O)c1cnn(-c2ccccc2)c1-n1cccc1	1.1	.	3	97	0.8	-7	15	1	.	-9
c1coc(-c2nc(-c3ccco3)c(-c3ccco3)nc2-c2ccco2)c1	1	11	21	106	0.1	-1	94*	0.76	-11	3
Clc1ccc(OCc2nnc3n2N=C(c2ccc4c(c2)OCCO4)CS3)c(Cl)c1	1	14	-57	93	0.8	-1	22	0.78	-13	5
O=C(NCC1CCCO1)Nc1cccc(Cl)c1 (stereo not drawn)	1	-11	-3	109	0.8	-2	16	1	11	-2
CCOCCOC(=O)C1=C(C)NC2=C(C(=O)CC(c3cccs3)C2)C1c1ccsc1 (stereo not drawn)	1	-11	19	81	0.8	-3	23	0.87	11	-7
O=C(N/N=C/c1ccccc1Cl)c1[nH]c2ccc(Br)cc2c1-c1ccccc1	1	96*	-33	104	0.7	-2	27	4.1*	-96	15
